TNAP act mid DEA – human TNAP activation, intermediate phosphate acceptor; purified TNAP, CDP-star luminescence, 100 mM DEA, 30 min; active compounds read high; scale: 0 levamisole-inhibited, 1 vehicle-only enzyme; activation factor at 20 µM; 64,000 tested, under 10 active;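 active = activation factor of at least 2 at 20 µM, relative to controls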
HEK293 NFkB inh – inhibitors of the PMA/ionomycin-induced NF-kB reporter in HEK293 cells. inhibition, % at 3 µM. HEK-293 NF-kB luciferase reporter, luminescence. 62,000 tested, 0.21% active;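 active = inhibition above the mean of all tested compounds plus 3 SD, cut at about 40% in these data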;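 also: 0% = stimulated DMSO wells and 100% = 10 µM reference inhibitor 5653914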
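System – HEK-293 cells with stable firefly luciferase reporter driven by four HIV NF-kB elements · Doses – one dose, 3 µM · Schedule – 1 h compound pre-incubation, 16 h PMA/ionomycin at 37 °C · Technique – luminescence from luciferase substrate reagent · Measure – percent inhibition normalized per plate to DMSO and reference-inhibitor controls · Replicates – tested once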
Jurkat tox 60K – reduces viability or proliferation of Jurkat cells | AID 463 | inhibition, % at 4 µM | 56,000 tested, 1.2% active | Jurkat E6.1 viability, ATP luminescence, 48 h;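 active = inhibition above the mean inhibition of all tested compounds plus 3 SD, cut at about 28% in these data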
M1 agonist – agonists of M1 muscarinic receptor | CHO-M1 cells, Fluo-4 calcium fluorescence, agonist mode; active compounds read high | B-score at 10 µM | 64,000 tested, 3% active;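 active = fluorescence rise, raw or as B-score row- and column-corrected plate score, outside the 99.7% band of its plate's samples, either direction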
M1 antagonist – antagonists of rat M1 muscarinic receptor; AID 628; 64,000 tested, 3.4% active; B-score at 10 µM; P08482; CHO-M1 cells, Fluo-4 calcium, ACh EC80 antagonist mode; active compounds read low;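 active = calcium fluorescence response, raw or row-and-column corrected B-score, differing from the plate sample mean either way at a set confidence level, mostly lower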
S1P1 ag-PAM – agonists and agonism potentiators of human S1P1 receptor; P21453; S1P1 CRE-bla cells, forskolin, beta-lactamase FRET, potentiator mode; S1P1 agonist co-added at EC20, 2 nM; 100% = saturating reference agonist, 0% = basal; activation, % at 9.5 µM; 56,000 tested, 0.57% active;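 active = activation above a cutoff set at the mean activation of all tested compounds plus 3 SD, cut at about 54% in these data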;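 also: forskolin at 4 µM as EC80 and the EC20 agonist is SEW2871; 100% = SEW2871 at its EC100 plus forskolin at EC80; some compounds past the cut are filed as inactive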
Target sequence (P21453 whole entry, looked up): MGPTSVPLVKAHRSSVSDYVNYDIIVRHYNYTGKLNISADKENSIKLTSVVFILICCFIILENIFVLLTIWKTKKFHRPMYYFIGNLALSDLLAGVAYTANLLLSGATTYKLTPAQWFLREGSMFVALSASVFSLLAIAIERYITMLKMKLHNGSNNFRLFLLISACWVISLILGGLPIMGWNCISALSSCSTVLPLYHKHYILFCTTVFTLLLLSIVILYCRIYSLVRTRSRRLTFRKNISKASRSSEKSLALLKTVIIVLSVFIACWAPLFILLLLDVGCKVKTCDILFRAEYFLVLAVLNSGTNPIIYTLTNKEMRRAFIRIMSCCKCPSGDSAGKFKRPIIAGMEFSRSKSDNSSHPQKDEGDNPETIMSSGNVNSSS
D1 mod – allosterically modulates the human D1 dopamine receptor. P21728. HEK293 D1, CRE-luciferase, dopamine EC30 potentiation; actives deviate in either direction. B-score at 10 µM. 58,000 tested, 5.9% active. AID 641;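 active = luminescence count or its row- and column-corrected plate score outside the 99.7% band of the plate's sample wells, on either side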
S1P3 agonist – activates the human S1P3 receptor | S1P3 NFAT-BLA reporter cells, agonism, FRET ratio; relative to 1 µM S1P, basal subtracted | activation, % at 4.5 µM | 60,000 tested, 0.1% active;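 active = activation above the screen-wide mean plus 3 SD, cut at about 4.5% in these data, passing the limit was not always enough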; also: some compounds called inactive have numbers as strong as hits
Target sequence (Q99500 whole entry, looked up): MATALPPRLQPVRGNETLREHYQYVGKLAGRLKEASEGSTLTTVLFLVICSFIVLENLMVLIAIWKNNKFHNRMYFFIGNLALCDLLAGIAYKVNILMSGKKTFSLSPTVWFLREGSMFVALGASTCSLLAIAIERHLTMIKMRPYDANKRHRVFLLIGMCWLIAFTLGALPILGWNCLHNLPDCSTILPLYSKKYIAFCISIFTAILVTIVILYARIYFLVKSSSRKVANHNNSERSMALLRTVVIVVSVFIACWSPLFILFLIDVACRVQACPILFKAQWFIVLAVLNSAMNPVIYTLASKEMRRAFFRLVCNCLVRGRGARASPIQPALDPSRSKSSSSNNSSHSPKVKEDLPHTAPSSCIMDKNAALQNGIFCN
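Assay system: stable CHO line with human S1P3, Gα16, NFAT-BLA reporter; Detection: FRET β-lactamase substrate fluorescence, excitation 405 nm, 460/535 nm emission ratio, background-subtracted; Read-out: percent activation versus median 1 µM S1P response, basal-subtracted, per plate; Incubation: cells plated overnight, compound 4 h 37 °C, substrate 2 h RT.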
E coli RNAP – inhibitors of Escherichia coli RNA polymerase; inhibition, %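 (tested at 10 µM)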; 62,000 tested, 0.2% active; P0A8V2; E. coli RNA polymerase, fluorescence transcription assay; in the data active = inhibition above about 20%;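 also: 0% = enzyme without compound and 100% = no enzyme blank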
* hit, by the source's call; x = no result given.

SMILES	TNAP act mid DEA	HEK293 NFkB inh	Jurkat tox 60K	M1 agonist	M1 antagonist	S1P1 ag-PAM	D1 mod	S1P3 agonist	E coli RNAP
COc1cc(C2NC(=O)NC(O)(C(F)(F)F)C2C(=O)c2ccc(Cl)cc2)ccc1O (configuration not stated)	1	2	-6	-0.0026	0.19	-8	-0.26	-0.9	9
O=C(NCc1ccco1)c1cccc(-c2nnc(-c3ccccc3)o2)c1	0.9	-3	-4	1.4	0.017	9	0.025	-1.2	3
CCOc1ccc(-n2c(=O)c3c4c(sc3n(CC(=O)NCc3ccco3)c2=O)CCC4)cc1	0.8	10	-9	-0.022	-0.002	0	-0.65	0.3	5
Nc1nnnn1NCc1cccc(OCc2ccccc2)c1	0.8	13	14	-1.2	-0.017	x	0.01	-0.4	7
CCOC(=O)C1CCN(c2ncnc3c2oc2ccccc23)CC1	0.9	-2	9	2.7	0.096	97*	-0.036	-1.4	4
CCOc1ccccc1C(=O)N(CCC(=O)OC)c1ccccn1	1	4	-6	1.4	-0.38	x	0.75	-0.4	7
CCOC(=O)Cn1c2c(c(=N)c3ccccc31)CCC2	0.8	8	7	0.00095	-0.33	-1	-2	-1.0	12
COCCCN1C(=O)C(O)=C(C(=O)c2ccco2)C1c1ccccc1 (configuration not stated)	1	20	-11	-0.0066	0.58	-8	0.083	0.3	x
CCOc1ccc(N2C(=O)C3CCCN3C2=O)cc1 (configuration not stated)	0.9	22	3	x	x	7	x	-1.2	9
CCN(CC)S(=O)(=O)c1ccc(Cl)c(C(=O)NC2CCCC2)c1	1	0	12	-0.35	0.0035	-12	0.24	-0.7	4
CSc1nnc(Cc2ccc3c(c2)OCO3)o1	0.9	10	6	-0.041	-0.12	-8	0.71	0.7	6
CCOC(=O)Cc1nnc(NC(=O)CSc2ccccc2)s1	0.9	17	-2	0.55	0.72	-28	0.69	0.2	3
CC(=O)Nc1ccc(S(=O)(=O)N2CCCCC2c2cccnc2)cc1 (configuration not stated)	1	30	-6	-0.12	0.25	5	x	0.1	9
O=C(Nc1nc2c(s1)CCCC2)C1CCCN1C(=O)c1cccs1 (configuration not stated)	0.9	19	-2	-0.12	0.25	-4	-0.25	-0.6	1
CC(C)Sc1nc2c(c(=O)n(C)c(=O)n2C)n1C	1	0	0	1.5	-0.35	-9	x	-0.8	5
CC1=C(C(=O)Nc2ccccc2)C(c2ccc(C)o2)n2c(s/c(=C\c3ccco3)c2=O)=N1 (configuration not stated)	0.9	17	-5	1.6	-0.076	7	0.018	-0.6	11
CN1CCN(C(=O)c2ccc3c(c2)NC(=O)C(C)(C)O3)CC1	0.9	6	-13	0.14	0.88	-7	0.11	0.0	11
Cn1c(=O)cc(SCC(=O)NCC2CCCO2)c2ccc(Cl)cc21 (configuration not stated)	0.9	16	-2	-0.47	0.083	0	0.36	-0.5	7
Cc1nn(-c2ccccc2)c2c1C(c1ccc(F)cc1F)C(C#N)=C(N)O2 (configuration not stated)	0.9	x	x	0.017	-1	-16	1.9	-2.8	0
Cc1csc(NC(=O)c2nc3nc(C)cc(C)n3n2)n1	1	-17	-2	-0.18	-0.48	17	-0.68	0.3	-3

The last two compounds of the section above open the next one.
SMILES	TNAP act mid DEA	HEK293 NFkB inh	Jurkat tox 60K	M1 agonist	M1 antagonist	S1P1 ag-PAM	D1 mod	S1P3 agonist	E coli RNAP
Cc1nn(-c2ccccc2)c2c1C(c1ccc(F)cc1F)C(C#N)=C(N)O2 (configuration not stated)	0.9	x	x	0.017	-1	-16	1.9	-2.8	0
Cc1csc(NC(=O)c2nc3nc(C)cc(C)n3n2)n1	1	-17	-2	-0.18	-0.48	17	-0.68	0.3	-3
Cc1cccc2cc(COC(=O)C3CCCCC3)c(=O)[nH]c12	0.9	17	5	-0.22	0.35	1	0.17	-1.7	-2
CCn1cc(C(=O)NCC2CCCO2)c(=O)c2cc(S(=O)(=O)N(C)C3CCCCC3)ccc21 (configuration not stated)	0.9	27	10	-0.058	-0.11	22	0.21	-1.0	11
CCOC(=O)CSC1=Nc2ccccc2C2=NC(CC(=O)NCc3ccc(OC)cc3)C(=O)N12 (configuration not stated)	0.9	6	7	0.22	0.4	-5	0.084	0.6	8
COc1cccc(NC(=O)Cc2cn(C)c3ccccc23)c1	0.9	5	x	-0.73	-0.071	x	-0.039	x	0
CCOC(=O)c1ccc(CNC(=O)c2cc3cccc(OC)c3oc2=O)o1	1	14	-1	-0.28	-0.82	-23	-0.39	-0.2	3
COC(=O)c1ccc(OC(=O)c2ccc(OCc3c(C)noc3C)c(OC)c2)cc1	1.2	-8	-1	-0.0032	-0.33	-18	0.88	0.2	9
CC(C)Sc1ncnc2c1oc1ccccc12	0.9	9	0	-1.6	0.3	-25	0.98	-0.6	7
CN(C)CCCN1C(=O)C(=O)/C(=C(/O)c2ccncc2)C1c1cccc(Br)c1 (configuration not stated)	0.9	-6	-5	0.92	-0.0091	-13	0.02	-0.5	-4
CC(=O)c1cccc(NC(=O)N2CCC(c3nnc(SCC(N)=O)n3C)CC2)c1	0.9	17	2	1.2	0.14	0	3.3*	-0.1	11
COc1cccc(NC(=O)N[C@@H](Cc2ccccc2)C(=O)O)c1	0.9	3	2	0.53	0.033	-16	-0.72	-1.0	8
Fc1ccccc1CSc1nnc(-c2cnccn2)n1Cc1ccco1	0.8	7	-6	1.2	-1.1	33	-0.033	0.9	-2
Cc1oc(-c2ccc(Cl)cc2)nc1CN1CCCC(C(=O)NCCCN2CCCC2=O)C1 (configuration not stated)	0.9	17	18	-0.83	-4*	10	0.56	-0.8	4
CCCCC(=O)Nc1nnc(C)s1	1	8	-1	0.12	0.059	2	-0.58	0.6	-1
COc1ccc(C2CCCN2C(=O)c2cccs2)cc1 (configuration not stated)	1	15	0	0.41	-0.034	-30	x	-0.3	0
Cn1c(=O)oc2cc(S(=O)(=O)NC3CCCCCCC3)ccc21	0.9	16	4	-1.2	-1.2	-32	x	0.7	6
CC(=O)C1C(c2ccccc2Cl)NC(=O)NC1(O)C(F)(F)F (configuration not stated)	1	8	2	0.86	-0.048	5	-0.26	-1.2	7
Cc1nc2sc(C(c3ccccc3)N3CCN(c4ccccc4F)CC3)c(O)n2n1 (configuration not stated)	0.9	21	2	0.58	-2	18	-0.66	-1.7	2
Cc1cc(C(=O)CN(Cc2ccc(F)cc2)S(=O)(=O)c2ccc3c(c2)OCCO3)c(C)n1C	1	21	-3	-0.031	-0.029	38	-1	-0.3	3
Nc1nonc1-c1nc2ccccc2n1Cc1ccc(F)cc1	0.9	27	20	0.0092	0.27	11	1	-2.2	2
CN(CC(O)COCc1cccs1)C1CCCCC1 (configuration not stated)	1.1	19	4	0.58	0.024	3	-0.46	-0.2	5
CS(=O)(=O)N1CCCC(C(=O)NCc2cccs2)C1 (configuration not stated)	0.9	4	4	-0.14	-0.19	21	-0.34	-0.4	-1
O=C(c1ccc2snnc2c1)N1CCSCC1	0.9	10	-3	1.6	0.11	-10	-0.026	-0.9	10
Cc1c(N(C)C(=O)C2CCCN2S(=O)(=O)c2ccccc2)c(=O)n(-c2ccccc2)n1C (configuration not stated)	0.9	14	-7	0.56	0.68	x	-0.61	-1.4	8
COC(=O)c1ccc(C(=O)OC)c(NC(=O)COC(=O)C23CC4CC(CC(O)(C4)C2)C3)c1	1	12	1	5.3*	-1.7	-2	3.1*	0.4	18
S=c1[nH]nc(Cc2ccccc2)n1Cc1ccco1	0.9	8	12	0.77	-13*	14	0.037	-0.7	6
COCC(=O)N(C)c1nnc(-c2cnc(C)cn2)s1	0.9	6	-4	-0.38	0.5	-4	-0.51	-0.6	5
CC(C)CCOc1ccc(C(=O)CCNC(C)C(=O)O)cc1 (configuration not stated)	0.9	1	-6	0.74	0.24	-18	0.14	1.1	2
Cc1csc(OCc2ccc(C#N)cc2)n1	0.9	-5	-4	-0.33	-0.38	12	0.12	0.4	5
O=C(NCCc1ccc(Cl)cc1)c1nnc(Cc2ccc(Cl)cc2)o1	0.9	13	-4	1.5	-0.0052	20	0.19	-1.3	15
O=C(O)C1CCCCC1C(=O)Nc1ccc(Cl)cc1Cl (configuration not stated)	0.9	3	-6	0.04	-0.17	-13	0.041	1.0	4
Cc1cc(C)cc(N2C(=O)CC(n3ccnc3)C2=O)c1 (configuration not stated)	1	8	0	1.9	-1.6	-20	0.34	-0.9	5
Cc1oc2c(CN3CCOCC3)c(O)ccc2c(=O)c1-c1ccc(Br)cc1	0.9	11	-1	0.014	0.093	-6	-0.59	-0.8	3
O=C(O)c1ccc(-n2nnnc2SCc2ccccc2F)cc1	0.9	13	2	-0.44	0.67	-5	0.94	-1.0	-2
CCOC(=O)CCCSc1nc2sc(C)c(C)c2c(=O)[nH]1	1	10	4	0.031	-0.12	-24	2.9*	0.6	0
O=C(OCC(=O)N1CCCC1)c1ccccc1OCc1ccccc1	0.9	18	-7	0.034	-0.27	-3	-0.017	0.1	6
COC(=O)CCC(NC(=O)c1cc(-c2ccc3c(c2)OCCO3)oc1C)C(=O)OC (configuration not stated)	0.9	13	x	-0.15	1.1	x	0.47	x	6
Cn1cccc1C(=O)NS(=O)(=O)c1ccccc1Cl	1	9	6	-0.45	-0.35	11	0.065	-0.7	4
O=c1nc2c(-c3ccccc3F)n[nH]n2c2ccccc12	0.9	-6	4	-0.11	-0.62	0	-0.94	-0.5	-2
COc1ccc(OC)c(CN2C(=O)CCC2(C)C(=O)NC2CCCCCC2)c1 (configuration not stated)	0.9	3	-4	0.19	0.3	3	0.11	0.4	3
Cn1ccnc1-c1nc2ccccc2[nH]c1=O	0.9	-4	x	-1.1	0.24	x	-0.46	x	-3

A run of entries from further up, for reference:
SMILES	TNAP act mid DEA	HEK293 NFkB inh	Jurkat tox 60K	M1 agonist	M1 antagonist	S1P1 ag-PAM	D1 mod	S1P3 agonist	E coli RNAP
COc1cc(C2NC(=O)NC(O)(C(F)(F)F)C2C(=O)c2ccc(Cl)cc2)ccc1O (configuration not stated)	1	2	-6	-0.0026	0.19	-8	-0.26	-0.9	9
O=C(NCc1ccco1)c1cccc(-c2nnc(-c3ccccc3)o2)c1	0.9	-3	-4	1.4	0.017	9	0.025	-1.2	3

(further entries)
SMILES	TNAP act mid DEA	HEK293 NFkB inh	Jurkat tox 60K	M1 agonist	M1 antagonist	S1P1 ag-PAM	D1 mod	S1P3 agonist	E coli RNAP
CCOC(=O)C1CCN(C(=O)c2cn(CCOC)c(=O)c3c2c2ccccc2n3C)CC1	0.9	20	5	0.55	-0.36	7	1.2	-0.7	-1
COc1ccc(-c2nc(CSCC(=O)N3CCc4ccccc4C3)c(C)o2)cc1OC	0.9	3	1	-0.14	-0.043	2	7.8*	-1.3	7
COc1cc(C)c(C(C)C)cc1S(=O)(=O)N1CCN(C)CC1	0.9	14	-3	-0.57	0.52	-2	-1.2	-0.2	8
COc1ccc(C)cc1NC(=O)C1CCCN(S(=O)(=O)c2cccc3nonc23)C1 (configuration not stated)	0.9	15	x	1.5	0.96	x	-0.024	x	9
O=C(O)c1ccc(S(=O)(=O)NC2CCCc3ccccc32)cc1 (configuration not stated)	1	20	9	2.9*	0.33	6	-0.038	-1.2	2
COc1ccc(C(=O)NC(C)c2nnc(SCC(=O)Nc3nc4ccccc4s3)n2C)cc1 (configuration not stated)	1	8	-1	0	0.5	x	-0.22	-0.5	-6

Screening data (PubChem)

Random draw from the library; overall some 12% were active at least once.
